Source: PubChem BioAssay
GAA glycogen mod – GAA glycogen-cleavage inhibition or activation. Potency, µM (top dose mostly 76.4 µM), inactives show at the highest dose activity change, negative = inhibition, most hits filed as inhibitors. AID 2100. recombinant GAA, glycogen substrate, Amplex Red glucose oxidase fluorescence. hit rate 0.38% among 300,000; active = well fitted inhibition curve with a large enough effect; inconclusive = small, poorly fitted or top-dose-only effect, or another doubt; inactive = no such curve, though single readings can be large or run the other way;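 also: 0% = full enzyme reaction and -100% = no-enzyme basal signal; the screen sought inhibitors and activators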
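Recombinant human enzyme (4 nM); glycogen substrate; 37 C, 40 min, pH 5.0. Readout: coupled glucose oxidase/Amplex Red fluorescence.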
Starred values were filed as active, the others as inactive; ? = inconclusive; [ ] = remark or other dose. Potency is read from the fitted curve at half-maximal effect. A portion of the library; the hit share may differ from the screen's.

SMILES	GAA glycogen mod
COc1ccc(C2=CSC3=NCCN23)cc1Cl	-3%[76.3 µM]
CC(=O)Nc1ccc(S(=O)(=O)N2CCN(S(=O)(=O)N3CCC(C)CC3)CC2)cc1	1%[76.3 µM]
COc1ccc(OC)c(NC(=O)NNC(=O)COc2ccc(-c3ccccc3)cc2)c1	1%[76.3 µM]
COc1cc(N2N=C(c3ccccc3)CC2c2ccccc2)c(C=O)cc1C=O (stereo not drawn)	9%[76.3 µM]
CCN(CC)CCCNC(=O)CCn1nc(-c2ccccc2)ccc1=O	-6%
O=[N+]([O-])c1cc(/C=N/N2CCOCC2)cs1	6%
CSc1ccccc1NC(=O)Nc1cccc2ccccc12	-1%[76.3 µM]
Cc1c(NC(=O)c2ccc([N+](=O)[O-])o2)cccc1-c1nc2ncccc2o1	1%
CC(=O)Nc1ccc(S(=O)(=O)NCC2CCC(C(=O)N3CCCCC3)CC2)cc1 (stereo not drawn)	5%
COCCN(CCOc1cc(C)cc(C)c1)Cc1ccc(Cl)cc1	-17%
Cc1ccc(C)c(S(=O)(=O)N2CCN(C(=O)c3ccnn3C)CC2)c1	-5%[76.3 µM]
S=C(NCCc1ccccc1)N1CCOCC1	3%
CCCCn1c(N)c(N(CC)C(=O)c2ccccc2F)c(=O)[nH]c1=O	-14%[76.3 µM]
CCC(C(=O)NC1CCCC1)N(C(=O)Cn1nnc(-c2ccc(C)o2)n1)c1ccc(OC)cc1 (stereo not drawn)	4%[76.3 µM]
O=C(CCSCc1ccccc1F)NCc1ccc(F)cc1	3%
Cc1cc(OC(C)C(=O)NNC(=O)Nc2ccc(F)cc2F)cc(C)c1Cl (stereo not drawn)	-2%[76.3 µM]
CC(=O)Oc1ccc(-c2nc3c(C)cccc3c(=O)o2)cc1	-6%[76.3 µM]
COc1ccc(OCCCC(=O)OC(C)C(=O)Nc2ccc(NC(C)=O)cc2)cc1 (stereo not drawn)	-4%[76.3 µM]
CCc1ccc(S(=O)(=O)N2CCCC(N3CCN(c4ccc(OC)cc4)CC3)C2)cc1 (stereo not drawn)	-3%[76.3 µM]
CN(C)C(=O)c1c(NC(=O)c2ccccc2)sc2c1CCC2	-30%[76.3 µM]
COc1ccccc1C(=O)Nc1ccc2c(C)cc(=O)oc2c1	-3%
CC(C)c1cc(=O)[nH]c(N2CCN(Cc3ccc4c(c3)OCO4)CC2)n1	-1%[76.3 µM]
CCN(CC)S(=O)(=O)c1ccc2c(c1)oc(=O)n2CC(=O)N(C)C1CCCCC1	1%[76.3 µM]
Cc1coc2c1c(C)cc1oc(=O)c(CC(=O)NCC(=O)N[C@H](C(=O)O)C(C)C)c(C)c12	2%
Cc1cc(NC(=O)c2cccc(S(=O)(=O)N3CCC(C)CC3)c2)no1	-2%[76.3 µM]
O=C(Oc1ccc(C(=S)N2CCOCC2)cc1)c1ccccc1[N+](=O)[O-]	-7%[76.3 µM]
O=C(CCC(=O)OCc1ccc([N+](=O)[O-])cc1Cl)Nc1ccccc1	-9%[76.3 µM]
Cc1c(C(=O)CN2CCN(c3ccccc3)CC2)c2ccccc2n1C	-14%
COc1ccc(CCN2CC(C(=O)N3CCC(OC)CC3)CCC2=O)cc1 (stereo not drawn)	-5%[76.3 µM]
COc1cc(/C=C/C(=O)NC2CCCCC2)cc(OC)c1OC	-9%[76.3 µM]

4 structures from above, ordered by molar mass, rising:
SMILES	GAA glycogen mod
CSc1ccccc1NC(=O)Nc1cccc2ccccc12	-1%[76.3 µM]
COc1cc(/C=C/C(=O)NC2CCCCC2)cc(OC)c1OC	-9%[76.3 µM]
O=C(Oc1ccc(C(=S)N2CCOCC2)cc1)c1ccccc1[N+](=O)[O-]	-7%[76.3 µM]
Cc1cc(OC(C)C(=O)NNC(=O)Nc2ccc(F)cc2F)cc(C)c1Cl (stereo not drawn)	-2%[76.3 µM]

As a short view, some entries already given.
SMILES	GAA glycogen mod
CCC(C(=O)NC1CCCC1)N(C(=O)Cn1nnc(-c2ccc(C)o2)n1)c1ccc(OC)cc1 (stereo not drawn)	4%[76.3 µM]
O=C(CCSCc1ccccc1F)NCc1ccc(F)cc1	3%
Cc1cc(OC(C)C(=O)NNC(=O)Nc2ccc(F)cc2F)cc(C)c1Cl (stereo not drawn)	-2%[76.3 µM]
CC(=O)Oc1ccc(-c2nc3c(C)cccc3c(=O)o2)cc1	-6%[76.3 µM]
COc1ccc(OCCCC(=O)OC(C)C(=O)Nc2ccc(NC(C)=O)cc2)cc1 (stereo not drawn)	-4%[76.3 µM]
CCc1ccc(S(=O)(=O)N2CCCC(N3CCN(c4ccc(OC)cc4)CC3)C2)cc1 (stereo not drawn)	-3%[76.3 µM]

(further entries)
SMILES	GAA glycogen mod
COc1ccc(S(=O)(=O)Nc2cc(S(=O)(=O)c3ccccc3)c(O)cc2C)cc1	1%
COc1ccc(-n2nc(C(=O)NCC(=O)N3CCOCC3)c3ccccc3c2=O)c(OC)c1	-2%
Fc1ccc(-c2nnc(-c3ccc(F)cc3)o2)cc1	-7%[76.3 µM]
Cc1cccc(-n2ncc3c2CCCC3NC(=O)Cn2cccn2)c1C (stereo not drawn)	1%[76.3 µM]
CC(Nc1nc(-c2ccncc2)nc2ccccc12)c1ccccc1 (stereo not drawn)	-5%
CCOC(=O)N1CCN(c2ncnc3scc(-c4ccc(Cl)cc4)c23)CC1	4%
Cc1cc(C)c(S(=O)(=O)N2CCN(C(=O)N3CCCCC3)CC2)c(C)c1	1%[76.3 µM]
COc1ccc(CCNCC(=O)Nc2c(C)cc(C)cc2C)cc1OC	6%[76.3 µM]
NS(=O)(=O)c1ccc(Sc2ccc3c(c2)CCC3)nc1	-11%
CN1C(=O)c2cccc3c(S(=O)(=O)Nc4ccc(O)c(C(=O)O)c4)ccc1c23	-1%
Cc1ncc(CO)c2cc(C(=O)Nc3cccc(F)c3)c(=Nc3cccc(C(N)=O)c3)oc12	1%
O=C(NCCc1c[nH]c2ccccc12)c1ccc2c(c1)OCO2	2%
CCOc1ccc(NS(=O)(=O)c2ccc(C(=O)N(C)Cc3cccc(OC)c3OC)cc2)cc1	-20%[76.3 µM]
Cc1cc2ncc(-c3cccs3)nc2cc1C	5%
COC(=O)N1C(=O)[C@](c2ccccc2)(C(C)C)N1C(=O)OC	14%[76.3 µM]
O=C(c1cccc2ccccc12)N1CCCCC1	-8%[76.3 µM]
CCCNC(=S)N(Cc1cc2cc(C)ccc2n2nnnc12)CC(C)(C)CN(C)C	5%[76.3 µM]
O=C(O)C1C2C=CC(C2)C1C(=O)Nc1cccc(C(F)(F)F)c1 (stereo not drawn)	13%[76.3 µM]
CC1(c2cccc(Br)c2)NC(=O)N(CC(=O)Nc2cccnc2Cl)C1=O (stereo not drawn)	-11%[76.3 µM]
Cc1ccc(C(=O)N(CC(C)C)c2nc3ccccc3s2)o1	-7%
CCOC(=O)c1ccc(NC(=O)c2cccc(S(=O)(=O)N3CCN(C(C)=O)CC3)c2)cc1	-5%
CCc1cc2c(=O)c(-c3nc4ccccc4n3C)coc2c(CN2CCCC(C)C2)c1O (stereo not drawn)	-8%
NC(=O)c1cc2ccccc2o/c1=N\NC(=O)c1ccccc1O	-6%
Cc1cc(C)c2nc(NC(=O)c3ccc([N+](=O)[O-])o3)sc2c1	14%[76.3 µM]
COC(=O)C1=C(C)N(Cc2ccccc2)C(=NCC(C)C)N[C@H]1c1ccc(Br)cc1	-10%[76.3 µM]
O=C(N/N=C/c1cc(Cl)cc([N+](=O)[O-])c1O)c1ccc2c(c1)OCO2	-10%[76.3 µM]
O=C(c1ccco1)N1CCN(C2c3ccccc3-c3ccccc32)CC1	-6%[76.3 µM]
Oc1ccccc1-c1nc(NCc2ccccc2)c2ccccc2n1	2%
COc1ccc(N2CCN(S(=O)(=O)c3cc4c(cc3C)NC(=O)CO4)CC2)cc1	-5%[76.3 µM]
O=C(NCc1ccc(F)cc1)C1CCN(S(=O)(=O)c2ccc(Cl)cc2)CC1	-4%
CCN(CC)C(=O)COc1ccc2c(-c3ccc(OC)cc3)cc(=O)oc2c1	-16%[76.3 µM]
COc1ccc(-c2oc3ccccc3c2C(=O)Oc2ccccc2)cc1	-3%[76.3 µM]
O=C(Nc1cccc(Br)c1)c1ccc(CN2CCc3ccccc3C2)cc1	0%[76.3 µM]
CN(Cc1ccccc1)c1ccc(C(CC(N)=O)NC(=O)c2ccccc2)cc1[N+](=O)[O-] (stereo not drawn)	16%[76.3 µM]
O=C(CC(=O)N/N=C\c1ccccc1[N+](=O)[O-])NCCc1ccccc1	-9%[76.3 µM]
CN(C)S(=O)(=O)c1cccc(NC(=O)c2cccc(NS(=O)(=O)c3ccccc3)c2)c1	2%
CC1(C)Cc2c(cnn2-c2cccc(F)c2)C(NC(=O)CCN2CCCC2=O)C1 (stereo not drawn)	0%[76.3 µM]
O=C(Nc1cccnc1Cl)c1cc(-c2ccc(O)cc2)on1	6%[76.3 µM]
CCOc1ccc(C(=O)NCCN2CCCCC2)c(OCC)c1	-9%[76.3 µM]
CCOc1cc(/C=N/NC(=O)c2ccncc2)ccc1OC(=O)c1ccccc1	-6%[76.3 µM]
O=C(CNC(=O)c1ccccn1)N=Nc1c(O)[nH]c2ccccc12	4%
CCOC(=O)c1cc(CC)sc1NC(=O)COC(=O)C1CCC1	-1%[76.3 µM]
COc1ccc(C(=O)CC(=O)C(=O)Nc2ccc(OC)c(Cl)c2)cc1	-5%
O=C(Nc1cccs1)N1CCN(c2ncccn2)CC1	?
COc1cccc(C2/C(=C(\O)c3ccc4c(c3)OCCO4)C(=O)C(=O)N2c2nnc(C)s2)c1 (stereo not drawn)	-1%[76.3 µM]
COC(=O)C1CCN(C(=O)Cn2nnc(-c3ccccc3)n2)CC1	-8%[76.3 µM]
CC(C)(C)[C@H]1CCC(=O)N([C@H](CC#N)Cc2ccccc2)CC1	-5%[76.3 µM]
C=CCSc1nnc(N2C(=O)C(O)=C(C(=O)c3ccco3)C2c2ccc(F)cc2)s1 (stereo not drawn)	-19%[76.3 µM]
O=C(C1=C(O)C(=O)N(CCN2CCOCC2)C1c1ccc(F)cc1)c1cccs1 (stereo not drawn)	8%[76.3 µM]
O=C(NCc1ccccc1F)c1cc(=O)[nH]c2ccccc12	8%[76.3 µM]
CCN1CCN(C(=O)C(=O)c2cn(CC(=O)N3CCCC3)c3ccccc23)CC1	1%[76.3 µM]
O=C(CNC(=O)c1ccccc1Cl)N/N=C/c1ccc2c(c1)OCO2	4%
Cc1nn(CC(=O)NCCc2ccccc2)c(=O)c2cccn12	-9%[76.3 µM]
COc1ccc2[nH]c(C(=O)NCCCN3CCCC3=O)c(C)c2c1	-12%[76.3 µM]
CNC[C@@H](C)NC[C@@H](Cc1ccccc1)NCCc1ccccc1	21%[76.3 µM]
COc1ccc(CC(=O)Nc2ccc(NC(=O)c3ccc(Br)cc3)cc2)cc1OC	-11%[76.3 µM]
COc1ccc(N(CC(O)CN2CCOCC2)S(=O)(=O)c2ccc(C)cc2)cc1 (stereo not drawn)	0%[76.3 µM]
O=C(Nc1cccc([N+](=O)[O-])c1)NC1CCS(=O)(=O)C1 (stereo not drawn)	2%[76.3 µM]
CCN(CC1CCCN(CCc2cccc(F)c2)C1)C(=O)c1cc(C)oc1C (stereo not drawn)	-1%[76.3 µM]
O=C(c1ccc(Cl)cc1)N1CCC(C(=O)N2CCCc3ccccc32)CC1	1%[76.3 µM]

Next part:
SMILES	GAA glycogen mod
COc1ccc(C(C)C)cc1S(=O)(=O)N1CCC(C(=O)NCc2cccnc2)CC1	-3%
Cc1ccc(C)c(Nc2nc3ccc(C)cc3n3cnnc23)c1	-5%
O=C(O)C1CC1C(=O)Nc1nc2c(Cl)cccc2s1 (stereo not drawn)	3%
COCCN(Cc1cccs1)S(=O)(=O)c1csc(C(N)=O)c1	-1%[76.3 µM]
COc1ccc(N(CC(=O)Nc2cccc3ccccc23)S(C)(=O)=O)c(OC)c1	19%[76.3 µM]
CCOc1cc(/C=C2\C(=O)N(c3cccc(C(=O)O)c3)N=C2C(F)(F)F)ccc1OCC(=O)Nc1ccccc1OC	1%[76.3 µM]
CCC1Sc2ccc(S(=O)(=O)CCC(=O)NCc3ccc(C)o3)cc2NC1=O (stereo not drawn)	-3%[76.3 µM]
O=C(CN(C(=O)CNS(=O)(=O)c1ccc(F)cc1)c1ccccc1)NCc1ccco1	2%
CCc1cccc(NC(=O)CCNC(=O)Cn2ccc3ccccc3c2=O)c1	2%
CC(C)CC(NC(=O)C1CCC(C)CC1)C(=O)Nc1ccccc1F (stereo not drawn)	-5%
Cc1ccc(CNC(=O)Cn2cnc(S(=O)(=O)N3CCC(C)CC3)c2)o1	3%[76.3 µM]
COc1ccccc1CNC(=O)C(NC(=O)Nc1ccccc1)C(C)C (stereo not drawn)	5%
CCOCCCNC(=O)c1cc2c(s1)-c1ccccc1SC2	-1%
O=C(NC1CCCCCCC1)c1cccnc1	4%[76.3 µM]
CN(C)C(=O)N1CCN(c2nc(-c3ccccc3)cs2)CC1	-8%[76.3 µM]
O=C(NCCCNC(=O)c1ccc(F)cc1)c1ccc(F)cc1	5%[76.3 µM]
O=C(NCC1CCCO1)C1CCN(S(=O)(=O)c2cc(Cl)ccc2Cl)CC1 (stereo not drawn)	-9%
COc1ccc(C)cc1S(=O)(=O)N1CCC(C(=O)NC2CCCC2)CC1	-2%[76.3 µM]
O=C1CCN(Cc2ccccc2)CCN1[C@H](COc1ccccc1)c1ccccc1	1%[76.3 µM]
C/C(CC(=O)Nc1ccc(Br)cc1)=N\NC(=O)c1cccc(O)c1	-6%[76.3 µM]
O=C(CCc1c[nH]c2ccccc12)NCCc1ccc(Cl)cc1	2%

Molecules listed so far that have bromine, in the order listed:
SMILES	GAA glycogen mod
CC1(c2cccc(Br)c2)NC(=O)N(CC(=O)Nc2cccnc2Cl)C1=O (stereo not drawn)	-11%[76.3 µM]
COC(=O)C1=C(C)N(Cc2ccccc2)C(=NCC(C)C)N[C@H]1c1ccc(Br)cc1	-10%[76.3 µM]
O=C(Nc1cccc(Br)c1)c1ccc(CN2CCc3ccccc3C2)cc1	0%[76.3 µM]
COc1ccc(CC(=O)Nc2ccc(NC(=O)c3ccc(Br)cc3)cc2)cc1OC	-11%[76.3 µM]
C/C(CC(=O)Nc1ccc(Br)cc1)=N\NC(=O)c1cccc(O)c1	-6%[76.3 µM]
